PI4K2A inh = PI4K2A (human) kinase inhibition. Q9BTU6. purified PI4K2A, ADP-Glo luminescence, 1 h; active compounds read low. activity change, negative = inhibition, % at 76.9 µM. 0.13% of 420,000 active. AID 1346378; in the data active = activity change below about -50%; inconclusive = mostly about -30% to -49%;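 note: -100% = wells without enzyme as full effect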
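In this quantitative HTS, ADP production by PI4K2A was quantified luminescently after 1 h at ambient temperature; 100 microM adenosine served as plate-quality control.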
rTrxR1 inhibitor = rat TrxR1 inhibition | recombinant rTrxR1, NADPH fluorescence consumption, selenite substrate | Potency, µM (doses to about 114 µM), inactives show at the highest dose activity change, negative = inhibition, actives largely listed as inhibitors | 1% of 390,000 active | AID 588453; note: potency is the fitted concentration of half-maximal effect; % is set by controls: 0 for no effect and ±100 for the full control effect; nearly all actives have a fitted effect of over 65% in size
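Rat TrxR1 (90 nM in the dispensed reagent) was pre-reduced with 400 uM NADPH for 5 min at room temperature, then incubated with compound for 15 min. After 400 uM selenite was added, NADPH fluorescence (Ex 340/Em 450 nm) was followed for 8 min.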
D2 ag = activates the human D2 dopamine receptor; HEK293 T-REx D2 cells, calcium flux agonist mode; activation, % at 2 µM; AID 485358; P14416; 0.53% of 340,000 active;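 active = activation over 3 SD above normal in the single-dose calcium agonist read, cut at about 30% in these data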; note: 0% is about no effect
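In this primary screen, compounds producing a positive calcium signal within 180 s of addition to tetracycline-induced, force-coupled HEK293 Trex D2 cells are flagged; cells are dye-loaded with a no-wash calcium kit beforehand.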
mIDH1 inhibitor = inhibitors of human mutant IDH1 R132H. 0.093% of 390,000 active. Potency, µM (doses to about 76.6 µM), for the others: top-dose activity change, negative = inhibition, hits mostly inhibitors. IDH1-R132H enzyme, NADPH consumption, diaphorase/resazurin fluorescence; note: potency is the fitted concentration of half-maximal effect; % is set by controls: 0 for no effect and ±100 for the full control effect; nearly all actives have a fitted effect of over 65% in size
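IDH1-R132H (0.5 ug/mL dispensed) in pH 7.5 Tris buffer was preincubated 30 min with compound, then given a substrate mix of 0.016 mM NADPH and 2 mM alpha-KG for 80 min at room temperature; remaining NADPH was read by diaphorase/resazurin fluorescence.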
TRHR PAM = TRH receptor (human) allosteric enhancement; TRHR cells, fluo-8 calcium fluorescence, EC20 TRH enhancement; 0.66% of 360,000 active; P34981; enhancement, % at 2 µM; in the data active = enhancement above about 30%; note: 0% is about no effect
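TRHR-expressing cells loaded with fluo-8 calcium dye were read kinetically (ex 480/em 530) during compound addition, then stimulated with an EC20 of TRH (10 nM final). Enhancement of the Gq-mediated intracellular calcium response was scored.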
TRHR agonist = agonists of human TRH receptor. activation, % at 2 µM. P34981. 0.18% of 360,000 active. AID 493084. TRHR cells, calcium flux fluo-8, FDSS agonist mode; in the data active = activation above about 30%; note: 0% is about no effect
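TRHR-expressing cells loaded with fluo-8 calcium dye; 23 nL library compound pin-transferred, kinetic FDSS fluorescence (Ex 480/Em 530) recorded about 180 s for agonist-induced calcium release, before a 10 nM TRH EC20 addition for potentiator mode.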
D2 antagonist = antagonizes the human D2 dopamine receptor; P14416; HEK293 TREx D2 cells, calcium flux, dopamine EC80; inhibition, % at 10 µM; 2% of 340,000 active; AID 485344; in the data active = inhibition above about 30%; note: 0% is about no effect
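Cells plated overnight at 30 C with tetracycline; no-wash calcium dye, 30–90 min RT; 10 s baseline; compound pinned; 180 s read; EC80 dopamine added; another 180 s read.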
TrxR1 substrate = substrates of rat thioredoxin reductase 1; Potency, µM (highest dose often 114 µM), inactives show top-dose activity change, negative = substrate turnover; purified TrxR1 substrate turnover, NADPH consumption readout; 0.01% of 390,000 active; AID 588456; O89049; note: potency is the fitted concentration of half-maximal effect; % is set by controls: 0 for no effect and ±100 for the full control effect; nearly all actives have a fitted effect of over 50% in size
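Rat TrxR1, dispensed at 90 nM, was prereduced with 400 uM NADPH (final) for 5 min at ~22 deg C, then incubated with compound 15 min before 400 uM selenite. A first-read NADPH fluorescence drop versus no-compound background flagged substrates.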
USP1 inh = USP1/UAF1 (human) deubiquitinase inhibition; 0.23% of 390,000 active; Potency, µM (series often up to 57.1 µM), for the others: at the highest dose activity change, negative = inhibition, hits mostly inhibitors; O94782; recombinant USP1/UAF1, Ub-Rhodamine cleavage fluorescence; note: potency is the fitted concentration of half-maximal effect; % is set by controls: 0 for no effect and ±100 for the full control effect; nearly all actives have a fitted effect of over 60% in size; inactives centre near -12
Target sequence (O94782 whole entry, looked up): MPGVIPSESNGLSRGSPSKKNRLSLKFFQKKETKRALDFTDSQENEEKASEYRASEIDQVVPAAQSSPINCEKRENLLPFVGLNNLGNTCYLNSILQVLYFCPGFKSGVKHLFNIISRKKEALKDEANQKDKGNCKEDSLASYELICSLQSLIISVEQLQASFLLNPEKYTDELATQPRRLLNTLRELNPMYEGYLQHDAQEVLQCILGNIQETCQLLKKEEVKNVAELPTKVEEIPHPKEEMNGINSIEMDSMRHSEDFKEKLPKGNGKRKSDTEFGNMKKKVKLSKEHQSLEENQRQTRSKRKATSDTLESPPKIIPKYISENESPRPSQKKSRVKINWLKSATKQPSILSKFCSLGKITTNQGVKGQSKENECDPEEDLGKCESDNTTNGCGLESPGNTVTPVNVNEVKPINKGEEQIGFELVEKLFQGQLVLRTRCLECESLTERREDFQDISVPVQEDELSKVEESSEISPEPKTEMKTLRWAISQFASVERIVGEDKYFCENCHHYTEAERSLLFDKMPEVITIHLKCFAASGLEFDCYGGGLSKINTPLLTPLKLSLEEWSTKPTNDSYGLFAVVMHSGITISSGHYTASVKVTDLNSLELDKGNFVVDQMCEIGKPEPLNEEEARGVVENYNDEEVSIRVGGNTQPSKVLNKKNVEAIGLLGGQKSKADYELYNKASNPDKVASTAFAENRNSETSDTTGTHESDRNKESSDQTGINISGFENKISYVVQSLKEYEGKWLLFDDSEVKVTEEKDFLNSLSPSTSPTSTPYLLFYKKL
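1 nM enzyme complex + cpd, 15 min RT; start with Ub-Rho 150nM final; kinetic fluorescence ex 480/em 540, 6 reads q60 s. Buffer 50mM HEPES pH 7.8, 0.5mM EDTA, 0.1 mg/ml BSA, 1mM TCEP, 0.01% Tween-20.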
* hit, by the source's call; ? = inconclusive; · = no result given; [ ] = another dose, or the depositor's remark. Unless noted, calls come from the whole dose curve; as a rule, active = well fitted inhibition curve with a large enough effect; inconclusive = small, poorly fitted or top-dose-only effect; inactive = no such curve, though single readings can be large or run the other way.

mol,PI4K2A inh,rTrxR1 inhibitor,D2 ag,mIDH1 inhibitor,TRHR PAM,TRHR agonist,D2 antagonist,TrxR1 substrate,USP1 inh
Cc1nn(Cc2ccc(C(=O)NN)o2)c(C)c1Cl,-6,-15%,-0.2,-10%,-1,0.1,15,-11%,4%
Cc1cccc(/N=C/c2sc3ccccc3c2O)n1,-3,15%,6.5,6%,14,10,28,-4%,3%
CCCOC1CCCN(C(=O)CCc2nnc(Cc3cccc(C)c3)o2)C1 (stereo not given),-21,4%,0.6,-2%,8,-0.7,5,5%,-5%
CC(=O)Nc1ccc(OC(F)(F)C(F)C(F)(F)F)c(NC(C)=O)c1 (stereo not given),5,13%,0.7,-4%,-2,-0.3,5,0%,-9%
COc1ccc(-c2nc(CS(=O)CC(=O)NCc3cccnc3)c(C)o2)cc1 (stereo not given),2,-15%[57.1 µM],0.6,10%,-6,-0.3,22,8%[57.1 µM],-12%
Cc1c(C(=O)N2CCCCC2)c(S(=O)(=O)N(C)Cc2ccccc2)c(C)n1C,-3,17%,0.2,0%,-6,-0.1,6,0%,-13%
COc1ccc(N(CC(=O)NC(C)(C)C)C(=O)CCC(=O)Nc2nccs2)cc1,2,15%,-0.4,9%,7,0.3,-11,-3%,-16%
Nc1cc(OC(=O)c2ccc(F)cc2)nn1S(=O)(=O)c1ccccc1,33,-16%[57.1 µM],-1.3,-2%,3,-1.4,17,1%[57.1 µM],-1%
Cc1ccc(OCC(=O)N[C@@H](C)c2nnc3ccccn23)cc1C,-2,15%,-0.1,0%,1,0.3,4,3%,-18%
O=C1CCc2cc(S(=O)(=O)Nc3ccccc3F)cc3c2N1CCC3,1,-6%,0.3,2%,-2,-0.3,-2,-2%,-22%
COc1cccc(N2C(=O)N(Cc3ccc(C#N)cc3)c3ccccc3S2(=O)=O)c1,-1,27%[57.1 µM],·,23%,2,0.8,·,2%[57.1 µM],-26%
CCN1CCN(c2cc(N3CCN(C(=O)c4ccco4)CC3)c3c4c(onc24)-c2ccccc2C3=O)CC1,-23,-24%,·,2%,-5,0.1,·,-11%,?
COc1cccc(/C=N\NC(=O)c2ccc(Cn3cc(Br)c([N+](=O)[O-])n3)o2)c1O,-9,6%[57.1 µM],0.5,2%,-7,-1.5,14,0%[57.1 µM],-21%
Cn1c(NCc2ccc(Cl)cc2)nc2ccccc21,-8,31%[57.1 µM],-0.7,-1%,-9,0.4,-14,5%[57.1 µM],?
CC(Sc1ccc2nnc(-c3ccc(F)cc3)n2n1)C(=O)O (stereo not given),7,6%,0.6,-4%,-6,0.4,-10,27%,-10%
O=C(CSc1nnc2c(Cl)cc(Cl)cn12)N1CCN(S(=O)(=O)c2ccccc2)CC1,0,-10%,-0.4,1%,-6,-0.7,4,-4%,-16%
CC1CCCC(C)N1C(=O)Cc1ccccc1 (stereo not given),8,22%,-1.7,2%,0,-2.7,0,11%,-4%
COc1cccc(NC(=O)CSC2=NN3CCCC(=O)N=C3S2)c1,2,4%,·,7%,0,-0.2,·,-3%,2%
CC(C)(C)OC(=O)N1CCC(C(=O)N[C@@H](Cc2ccccc2)C(=O)O)CC1,-3,27%[57.1 µM],-0.2,4%,15,0.5,5,1%[57.1 µM],-13%
CC12CCC(=O)N1C(C(=O)NNC(=O)COc1ccc(Br)cc1)CS2 (stereo not given),1,1%,1.1,0%,7,0.0,-8,-4%,0%

An excerpt of these results, field by field:
Cc1ccc(OCC(=O)N[C@@H](C)c2nnc3ccccn23)cc1C
  PI4K2A inh: -2	rTrxR1 inhibitor: 15%	D2 ag: -0.1	mIDH1 inhibitor: 0%	TRHR PAM: 1	TRHR agonist: 0.3	D2 antagonist: 4	TrxR1 substrate: 3%	USP1 inh: -18%

O=C1CCc2cc(S(=O)(=O)Nc3ccccc3F)cc3c2N1CCC3
  PI4K2A inh: 1	rTrxR1 inhibitor: -6%	D2 ag: 0.3	mIDH1 inhibitor: 2%	TRHR PAM: -2	TRHR agonist: -0.3	D2 antagonist: -2	TrxR1 substrate: -2%	USP1 inh: -22%

Further structures follow:
mol,PI4K2A inh,rTrxR1 inhibitor,D2 ag,mIDH1 inhibitor,TRHR PAM,TRHR agonist,D2 antagonist,TrxR1 substrate,USP1 inh
CCn1c(C)[n+](CCCS(=O)(=O)[O-])c2cc(Cl)c(Cl)cc21,4,2%[57.1 µM],0.4,8%,0,1.2,14,21%[57.1 µM],-7%
Cc1ccc(-c2csc3ncnc(-n4nnc5ccccc54)c23)cc1,-1,21%,-1.9,1%,-2,-0.6,0,14%,-25%
O=C(CCc1nnc(CCc2ccccc2)o1)N1CCCC1c1nccs1 (stereo not given),-2,6%,0.2,0%,1,0.0,-19,-6%,-8%
COc1ccc(C2CC(c3cccs3)=NN2C(=O)CSc2nc3c(cnn3-c3ccccc3)c(=O)[nH]2)cc1 (stereo not given),-6,15%[57.1 µM],0.5,-9%,5,-0.2,-16,32%[activator][57.1 µM],-8%
CN(C(=O)c1cc2nc(-c3ccco3)cc(C(F)(F)F)n2n1)c1ccc(OC(F)(F)Cl)cc1,-4,-36%,0.1,-12%,-2,-1.3,·,-1%,-11%
COc1ccc(OCCSc2nnc(CC(=O)Nc3cccc(Cl)c3Cl)n2C)cc1,-6,4%,0.3,-1%,11,-0.1,-16,3%,-17%
Nc1nc2c(ccc3ccccc32)s1,2,?,·,5%,·,·,·,-3%,-1%
CC(C)Oc1ccc(CNC(=O)C(C)n2ccc3cc(S(=O)(=O)N4CCCCCC4)ccc32)cc1 (stereo not given),-1,24%,0.4,1%,6,0.8,·,5%,-11%
Cc1oc2c(cc(NS(=O)(=O)c3ccc(C(C)C)cc3)c3ccccc32)c1C(=O)OCc1ccccc1,2,-23%,1.3,-10%,1,0.1,·,-1%,-21%
O=C(C1=C[C@@H](C2CCCCC2)C[C@@H](OCCCCO)O1)N1CCN(Cc2ccccc2)CC1,-3,-4%[57.1 µM],-0.6,1%,-3,0.5,-1,-1%[57.1 µM],-11%
CCc1ccccc1NC(=O)c1ccc(OCc2c(C)noc2C)cc1,6,5%[57.1 µM],·,3%,·,·,·,7%[57.1 µM],-14%
CC(=O)OC(C(=O)NCc1ccco1)c1cccnc1 (stereo not given),-4,?,1.1,4%,-2,0.4,-3,-2%,-2%
CCOC(=O)C1=C(CSc2nc(C)cc(C)c2C#N)OC(N)=C(C#N)C1c1ccccc1 (stereo not given),-3,-5%[57.1 µM],0.1,3%,5,2.3,-7,-9%[57.1 µM],-24%
COc1ccc(Cn2nnnc2C(c2cc3cc(C)cc(C)c3[nH]c2=O)N2CCOCC2)cc1 (stereo not given),4,2%,0.9,-6%,5,-0.6,28,14%,4%
O=C(Nc1cccc(Br)c1)/C(=C\c1cccnc1)NC(=O)c1ccco1,6,0%,0.3,-4%,0,-0.1,-4,-6%,-1%
Cc1ccn(S(=O)(=O)c2ccc(N3CCCC3=O)cc2)n1,-1,17%,5.2,1%,-1,0.2,7,3%,-7%
CCOc1ccc(-c2nc(CSCC(=O)NCCCN3CCCC3=O)c(C)o2)cc1,-1,2%,0.2,-5%,-3,-0.8,-16,8%,-11%
Cc1ccc(NC(=O)c2cnc(SCC(=O)N3CCCc4ccccc43)n(C)c2=O)cc1,1,2%[57.1 µM],0.1,-7%,3,0.0,·,-1%[57.1 µM],-14%
CC(C)C(=O)Nc1ccc2c(c1)nc(CCN1CCN(C)CC1)n2C,1,14%,0.3,10%,2,0.6,-1,2%,-12%
CC(=O)C1C(=O)C=C(c2ccco2)CC1c1ccccc1 (stereo not given),4,?,-1.2,2%,2,-0.4,-5,-11%,-20%

(continued)
mol,PI4K2A inh,rTrxR1 inhibitor,D2 ag,mIDH1 inhibitor,TRHR PAM,TRHR agonist,D2 antagonist,TrxR1 substrate,USP1 inh
Cc1cccc(C)c1NC(=O)CN1C(=O)S/C(=C\c2cccn2C)C1=O,3,9%,0.3,2%,4,0.0,30*,4%,-5%
Cc1ccc(N(C(=O)CNC(=O)c2ccco2)C(C(=O)NCC2CCCO2)c2ccccc2)cc1 (stereo not given),4,24%,-0.2,7%,-6,0.0,-9,11%,-22%
COc1ccc(NC(=O)CC2C(=O)N(C)C(=S)N2Cc2ccco2)cc1 (stereo not given),-2,?,1.5,6%,0,0.6,5,-3%,-14%
Cc1ccc(NC(=O)C2CCN(S(=O)(=O)c3c(C)n[nH]c3C)CC2)c(C)c1,1,-2%,0.1,13%,-12,1.1,25,-1%,-16%
c1ccc2cc3c(NCCN4CCOCC4)ccnc3cc2c1,-2,32%,-0.2,13%,10,-0.2,-3,38%[activator],?
NC(=S)N=Nc1c(O)[nH]c2cc(F)c(F)cc12,-3,?,0.3,0%,3,0.5,-6,-20%,-5%
CCOC(=O)Cc1csc(NC(=O)COc2ccc(C)c(C)c2)n1,2,13%,0.1,3%,1,0.0,-3,-2%,-25%
O=C(Cc1ccc(-c2ccccc2)cc1)Nc1ccccn1,0,7%,-2.2,4%,-3,0.0,0,-1%,0%

Screens as filed in PubChem.

Rows were taken by chance, and some 3.9% of all compounds hit somewhere here.
